Source: PubChem BioAssay
Granule exo inh: LAMP-1 surface exposure blockers, TALL-104 cells – cell-based, flow cytometry, MLPCN library, primary screen | TALL-104 LAMP-1 surface exposure; cells stimulated with thapsigargin and PMA | AID 651702, 2012 | 360,000 compounds, 0.66% hits | inhibition, % at 10 µM;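 active means inhibition above about 55%, limit read from the data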
MC4R ag barr: MC4R agonists recruiting beta-arrestin, primary screen, cell-based, luminescence, agonist arm of biased-ligand search | 360,000 compounds, 0.98% hits | AID 540308, 2011 | Melanocortin receptor 4 (Homo sapiens), P32245 | U2OS MC4R beta-arrestin complementation; percent of melanotan II response, DMSO zero | activation, % at 8.9 µM;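 active means activation above a per-plate cutoff, the mean activation of sample wells on that plate plus 3 SD, cut at about 8% in these data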
N-glyco inh: increase of ERlucT glycosylation luciferase signal, primary screen, N-linked glycosylation inhibitor project, D54 ERlucT cells, luminescence, set 2; reporter increase, % at 12.5 µM; 360,000 compounds, 0.23% hits; D54 ERlucT glycosylation luciferase reporter, 24 h; percent of 100 nM tunicamycin response;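 active means mean luciferase reporter signal, scaled so untreated is 0 and the glycosylation-blocking control 100, at or above a set limit in every replicate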;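 further: luciferase carries N-glycosylation sites so blocking glycosylation raises the light; 0% = median of neutral control wells and 100% = median of 100 nM tunicamycin wells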
ABCB6 inh MLPCN: ABCB6 transporter inhibitors, primary screen, K562-ABCB6 cells, flow cytometry, MLPCN library; ATP-binding cassette sub-family B member 6 (Homo sapiens), Q9NP58; K562-ABCB6 porphyrin accumulation, 1 h; stronger effect = lower value; fluorescence ratio to DMSO, % at 10 µM; 360,000 compounds, 0.19% hits; AID 602162, 2011;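 active means fluorescence ratio to DMSO below 75%, the collection mean minus 3 SD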;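 further: signal is porphyrin accumulated inside mitochondria; 100% equals median channel fluorescence of DMSO control wells; lower ratio means ABCB6 inhibition with less porphyrin fluorescence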
m5-HT2A agonist: mouse Htr2a agonists via beta-arrestin recruitment, primary screen, cell-based, luminescence | 5-hydroxytryptamine receptor 2A (Mus musculus), P35363 | CHO-K1 mHTR2A beta-arrestin complementation; percent of 30 µM serotonin response | activation, % at 7.6 µM | 360,000 compounds, 0.66% hits | AID 624169, 2012;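 active means activation above a run cutoff, the mean activation of all tested compounds plus 3 SD, cut at about 14% in these data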;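 further: 0% = plate median of compound wells and 100% = 30 µM serotonin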
Target sequence (P35363 whole entry, looked up): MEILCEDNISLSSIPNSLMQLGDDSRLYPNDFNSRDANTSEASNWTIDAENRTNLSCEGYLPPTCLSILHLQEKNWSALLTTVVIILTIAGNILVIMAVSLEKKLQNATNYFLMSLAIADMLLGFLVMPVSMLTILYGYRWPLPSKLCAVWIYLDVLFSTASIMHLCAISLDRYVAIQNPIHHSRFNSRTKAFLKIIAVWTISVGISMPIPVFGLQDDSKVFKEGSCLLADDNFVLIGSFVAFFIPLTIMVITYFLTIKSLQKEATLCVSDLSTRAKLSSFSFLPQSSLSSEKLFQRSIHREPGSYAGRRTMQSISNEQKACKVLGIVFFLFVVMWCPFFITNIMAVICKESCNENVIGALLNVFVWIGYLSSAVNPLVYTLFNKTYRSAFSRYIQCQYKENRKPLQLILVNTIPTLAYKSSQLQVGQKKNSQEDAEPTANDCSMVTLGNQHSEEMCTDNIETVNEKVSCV
CaV13 ICDI inh: Disruptors of the CACNA1D IQ motif to Ca2+-dependent inactivation inhibitor domain association, primary screening, Förster resonance energy transfer in intact living …; HEK cells, CFP/YFP FRET ICDI-IQ, plate reader, 10 min; percent FRET-ratio fall versus neutral wells; 340,000 compounds, 0.098% hits; AID 743397; inhibition, % at 12.3 µM;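 active means mean replicate inhibition of at least 30% and at least 1% of replicates passing that level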;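 further: 0% = median of the neutral control wells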
MC4R antag cAMP: MC4R antagonists of cAMP signaling, primary screen, cell-based, TR-FRET, antagonist arm of biased-ligand search; MC4R-expressing cells, MTII-stimulated cAMP, LANCE TR-FRET; inhibition, % at 6.5 µM; 360,000 compounds, 0.48% hits;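 active means inhibition above its plate's cutoff, the mean of tested wells on that plate plus 3 SD, cut at about 29% in these data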;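 further: 0% = Melanotan II alone and 100% = Melanotan II plus saturating MCL0020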
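System: U2OS-MC4R stable cell line; Technique: Eu-cAMP/anti-cAMP TR-FRET, emission 671 nm; Repeats: single well per compound; Also added: Melanotan II; Dosing: one concentration, 6.5 µM nominal; Schedule: 30-min compound, 1-h challenge, 1-h detection, room temperature.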
Cardio protect: cardioprotection against H2O2-induced cell death, primary screen, uHTS, H9c2 cells, ATPLite luminescence. 360,000 compounds, 0.63% hits. H9c2 cardiomyocytes, H2O2 injury protection, 2 h. protection from H2O2 cell death, % at 20 µM;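 active means compounds giving at least 50% protection of heart cells from peroxide-induced death in the single-dose screen, raw or plate-pattern-corrected value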;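 further: 0% = DMSO wells with peroxide and 100% = DMSO wells without peroxide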
ABHD5 PLIN5 PPI: ABHD5-PLIN5 interaction inhibitors, primary screen, cell lysate, split luciferase complementation, luminescence; 360,000 compounds, 0.78% hits; Split G. princeps luciferase complementation, 4 h; AID 602281, 2012; inhibition, % at 4 µM;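 active means inhibition above the mean inhibition across every tested compound plus 3 SD, cut at about 22% in these data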;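 further: 0% = DMSO only wells and the 100% control is not disclosed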
PDI turbidity: inhibitors of human PDI, primary screen, biochemical, turbidity, single point, plate reader; 350,000 compounds, 0.052% hits; inhibition, % at 10 µM; Protein disulfide-isomerase (Homo sapiens), P07237; PDI insulin aggregation turbidity, A650, 90 min;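 active means mean inhibition across replicates of 30% or more, whatever share of single replicates reach that level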;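 further: absorbance from insulin aggregation driven by PDI reduction with DTT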
Target sequence (P07237 whole entry, looked up): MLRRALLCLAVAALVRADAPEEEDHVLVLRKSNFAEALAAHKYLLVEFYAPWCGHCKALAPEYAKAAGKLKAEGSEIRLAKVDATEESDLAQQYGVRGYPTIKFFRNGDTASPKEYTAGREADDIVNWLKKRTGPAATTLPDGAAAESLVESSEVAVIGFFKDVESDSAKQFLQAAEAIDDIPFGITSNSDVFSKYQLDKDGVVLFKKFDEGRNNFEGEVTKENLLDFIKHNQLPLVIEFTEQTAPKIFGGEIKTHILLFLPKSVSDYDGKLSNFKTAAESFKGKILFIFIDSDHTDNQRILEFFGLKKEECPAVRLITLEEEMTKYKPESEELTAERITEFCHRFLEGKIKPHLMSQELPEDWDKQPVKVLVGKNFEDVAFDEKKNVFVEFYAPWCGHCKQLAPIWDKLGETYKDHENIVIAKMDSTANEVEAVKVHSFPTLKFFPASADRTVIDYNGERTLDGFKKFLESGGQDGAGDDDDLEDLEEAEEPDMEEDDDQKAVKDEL
* hit, by the source's call; x = no result given. Outcome played no part in choosing rows. About 4.2% of those tested had a hit in this group.

Molecule	ABCB6 inh MLPCN	CaV13 ICDI inh	ABHD5 PLIN5 PPI	m5-HT2A agonist	MC4R ag barr	N-glyco inh	Granule exo inh	PDI turbidity	MC4R antag cAMP	Cardio protect
COc1ccccc1N1CCN(C(=O)C(C)NC(=O)c2ccco2)CC1 (configuration not stated)	97.0	-4.5	-2.1	1.4	-1.1	3.6	-1.4	-1.7	8.2	-0.5
Cc1ccc(NC(=O)COC(=O)CCc2c(C)nc3ncnn3c2C)cc1C	91.0	-5.7	2.3	-1.3	-0.3	3.3	-1.9	-92.3	1.8	-1.5
COc1ccc(NC(=O)CSCC(=O)Nc2sccc2C#N)cc1	106.0	-1.5	1.3	-6.6	-1.2	1.4	-4.0	-14.0	-3.4	4.0
CSc1ccccc1NC(=O)CN1CCCCC1	90.0	-4.6	2.6	6.0	-0.3	3.7	-1.8	10.7	-2.1	3.0
COC(=O)C1CCN(S(=O)(=O)c2c[nH]c(=O)[nH]c2=O)CC1	94.0	-6.0	4.7	3.1	-1.0	1.0	-6.2	0.9	-1.5	-0.5
CC(Oc1ccc2ccc(=O)oc2c1)C(=O)c1ccccc1 (configuration not stated)	108.0	-5.0	-0.7	-6.6	-1.6	-0.5	1.4	0.6	7.2	7.0
CN(CC(=O)Nc1ccccc1C(F)(F)F)C(=O)CSc1nnc(N)s1	94.0	-6.3	5.3	-2.8	-2.4	-1.1	-1.1	-21.7	5.6	-0.8
Cc1ccc(/C(O)=C2\C(=O)C(=O)N(C)C2c2ccccc2[N+](=O)[O-])cc1 (configuration not stated)	97.0	-18.4	-7.8	2.3	-0.4	-6.9	-3.9	7.2	5.9	-2.4
CCN(CC)CCCNC(=O)C1c2ccccc2C(=O)N(C)C1c1ccc(OC)cc1 (configuration not stated)	93.0	-8.3	-5.6	-3.9	-1.9	1.4	-2.3	1.8	-1.9	-3.0
Cn1c(=O)c2c(nc(OCc3cccnc3)n2Cc2ccccc2)n(C)c1=O	103.0	x	3.6	-3.8	0.4	0.7	12.5	-11.4	-8.2	-2.2
COc1ccc([C@H]2N[C@]3(CCCN(Cc4ccc(C(F)(F)F)cc4)C3=O)[C@H]3C(=O)N(C)C(=O)[C@@H]23)cc1	100.0	-3.4	-6.3	5.3	-1.2	0.7	-1.8	-3.6	8.1	-13.1
COc1ccccc1C(=O)O/N=C(\c1ccccc1)c1ccncc1	97.0	1.5	6.7	11.6	-2.2	1.3	0.0	7.0	3.8	20.6
O=C(NCCOc1ccccc1)[C@@H]1CCCN1C(=O)c1cccs1	94.0	-5.1	8.6	1.1	-1.9	-1.1	-3.9	6.3	-3.2	-0.6
Cc1cccc(S(=O)C(c2ccccc2)c2ccccc2)c1 (configuration not stated)	99.0	-7.3	0.6	-0.3	-1.0	-3.2	-2.8	7.2	6.1	-3.5
CCCn1c(NC(=O)c2ccc(Br)cc2)nc2ccccc21	102.0	-8.0	0.6	-0.2	1.6	4.6	1.3	6.7	10.1	2.4
O=C(NNC(=S)NC1CCCCC1)c1ccccc1O	93.0	-6.5	-6.6	2.0	2.0	-2.3	-2.2	-1.6	11.2	-20.7
CCn1cnc2c1c(=O)n(CC(=O)O)c(=O)n2Cc1ccccc1	91.0	-4.0	-1.4	-4.8	-0.5	-0.4	-2.2	2.1	-0.2	12.4
CN(CC(=O)OCC(=O)c1c(N)n(C)c(=O)n(C)c1=O)S(=O)(=O)c1ccc(Cl)cc1	92.0	-0.9	5.2	0.1	-1.4	1.3	-5.8	12.0	20.4	1.3
Cc1ccccc1OCC(=O)OCC(=O)NCC1CCCCC1	100.0	-1.8	3.9	7.7	1.7	3.0	-6.2	-4.6	12.3	3.0
Cc1ccc2c(c1)N(S(=O)(=O)c1cc(-c3onc(C)c3C)ccc1C)CCO2	92.0	-7.0	-6.0	5.2	2.1	-5.3	40.3	-1.3	-2.9	-4.0
Cc1cccc(NC(=O)c2ccc([N+](=O)[O-])o2)c1C	98.0	1.0	0.7	3.2	-2.8	11.0	-4.3	6.5	12.6	-16.5
CCC(C)N1C(=O)N(C)C2NC(=O)NC21 (configuration not stated)	101.0	1.0	-1.9	3.2	3.0	1.6	0.0	2.7	16.6	5.5
CC(=O)C(Sc1ncnc2sc3c(c12)CCCC3)C(C)=O	98.0	-2.4	4.3	8.6	-3.3	1.5	-2.0	-1.7	1.5	11.8
CCCOc1ccc(Cn2ccnc2)cc1[N+](=O)[O-]	97.0	-6.1	4.6	-1.9	-2.4	3.0	-11.1	-0.7	7.1	2.1
Cc1c(N/C=C(\Cl)C(=O)C(F)(F)F)c(=O)n(-c2ccccc2)n1C	89.0	-4.0	6.5	7.3	-2.3	-2.7	-9.1	4.0	5.0	1.6
O=C(c1c(F)cccc1F)N1CCN(CCOc2ccccc2)CC1	109.0	-20.2	-0.2	-1.7	-2.4	-2.3	-12.1	2.9	0.8	-0.7
CCCOC(=O)C1NC(=O)N2C(C(=O)OCCC)C(C)(C)S[C@H]12 (some centres not stated)	99.0	-3.9	-4.7	2.2	-1.3	0.4	8.2	-4.6	7.0	3.1
COc1ccc(/C(N)=N/OC(=O)c2cccs2)cc1OC	95.0	-7.1	1.8	-2.4	-1.1	5.2	22.9	-1.0	4.4	-8.2
CC1CCN(C(=S)NCCc2ccccc2)CC1	106.0	-7.9	-11.5	0.7	-0.8	-1.7	0.4	-2.0	-10.2	-4.4
CCOC(=O)c1cc2c(n(-c3ccc(Cl)cc3)c1=O)CCCC2=O	89.0	-4.7	-0.8	-1.2	1.1	0.6	-3.7	-4.9	-2.1	2.8
CN1C(=O)C2(CCCCC2)C1c1ccccc1 (configuration not stated)	97.0	-6.4	4.3	7.9	1.5	1.9	1.1	15.1	0.8	-5.9
Oc1ccc(C2C=C(c3ccc(F)cc3)Nc3ncnn32)cc1 (configuration not stated)	100.0	-32.7	4.7	3.8	2.5	2.3	-2.9	8.8	20.6	2.9
Cc1ccc(C(=O)Nc2ccccc2C(=O)N2CCOCC2)cc1[N+](=O)[O-]	98.0	-3.5	0.1	4.4	-0.2	2.3	-8.2	-1.5	5.2	3.4
O=C(CNc1cccc([N+](=O)[O-])c1)NCCCc1ccccc1	94.0	-3.5	-6.5	-2.5	-1.1	0.6	22.6	-11.1	0.2	-5.7
COc1cccc(/C=C/C(=O)OCC(=O)NC2CCCCCC2)c1	86.0	-9.5	-5.1	7.1	-2.1	-7.7	4.6	-4.7	3.0	-3.9
Cc1nnc(SCC(=O)Nc2nnc(SCc3cccc(Br)c3)s2)s1	101.0	-6.3	4.4	0.7	-2.5	1.8	0.5	-0.6	9.2	-2.8
CCOc1cc(CNC(=O)CN2C(=O)c3ccccc3S2(=O)=O)ccc1OC	98.0	x	1.1	-1.6	-1.3	1.9	-5.8	-4.9	13.5	-6.1
CCC(C)(C)NC(=O)CN(C(=O)CCC(=O)Nc1ccccn1)c1ccc(F)c(Cl)c1	79.0	x	-4.2	2.1	-1.1	1.3	0.9	2.1	3.7	6.0
N#CC(/C(=N/S(=O)(=O)c1cccs1)c1ccccc1)c1nc2ccccc2[nH]1 (configuration not stated)	97.0	-3.0	-6.0	-2.5	-0.7	-0.4	-4.6	1.1	3.3	-11.0
COc1ccc(C(C)=O)cc1COC(=O)c1ccc2ccccc2n1	87.0	-6.4	4.5	2.8	-2.2	2.4	1.8	-9.3	6.2	0.0
Cc1nc(-c2ccc(S(=O)(=O)N3CCOCC3)cc2)cs1	101.0	-3.9	-2.4	7.0	-1.6	0.8	3.6	-4.0	4.6	-2.4
CN(C)S(=O)(=O)N1CCC(Oc2ccc(C(=O)N3C[C@H]4CC[C@H]3C4)cc2)CC1	99.0	-8.6	-5.2	0.8	-0.7	-3.6	-2.8	-2.7	21.9	-8.2
CCN(CC)S(=O)(=O)c1ccc(Cl)c(NC(=O)COC(=O)c2ccc([N+](=O)[O-])o2)c1	100.0	-6.1	-0.8	-0.2	-0.4	-0.3	1.6	-6.4	10.2	7.8
Cc1ccc(C(=O)N2CCC(N3CCC(C(=O)N4CCOCC4)CC3)CC2)cc1	99.0	-5.2	4.6	-7.3	-0.8	1.1	1.7	-6.7	1.2	-0.5
Cc1ccc(OCC(=O)N2CCN(C(=O)c3cccs3)CC2)cc1	100.0	x	-1.0	-4.6	-3.1	0.2	1.2	1.8	7.0	1.6
CCOc1ccccc1CN1CCN(Cc2ccon2)CC1CCO (configuration not stated)	100.0	-6.0	1.4	-1.9	-0.7	-0.3	-1.0	-5.3	2.9	1.0
